# Assay outcomes (PubChem BioAssay)
# PLK1 PBD inh = blocks phosphopeptide binding to human PLK1 polo-box domain; 2.8% of 360,000 active; P53350; Plk1 PBD binding of FITC phosphopeptide, fluorescence polarization; Potency, µM, without a hit: max response, negative = inhibition, most hits filed as inhibitors; note: potency is the fitted concentration of half-maximal effect; series mostly up to about 57 µM; % is set by controls: 0 for no effect and ±100 for the full control effect; nearly all actives have a fitted effect of over 65% in size
# Target sequence (P53350 whole entry, looked up, the tested form may be a part): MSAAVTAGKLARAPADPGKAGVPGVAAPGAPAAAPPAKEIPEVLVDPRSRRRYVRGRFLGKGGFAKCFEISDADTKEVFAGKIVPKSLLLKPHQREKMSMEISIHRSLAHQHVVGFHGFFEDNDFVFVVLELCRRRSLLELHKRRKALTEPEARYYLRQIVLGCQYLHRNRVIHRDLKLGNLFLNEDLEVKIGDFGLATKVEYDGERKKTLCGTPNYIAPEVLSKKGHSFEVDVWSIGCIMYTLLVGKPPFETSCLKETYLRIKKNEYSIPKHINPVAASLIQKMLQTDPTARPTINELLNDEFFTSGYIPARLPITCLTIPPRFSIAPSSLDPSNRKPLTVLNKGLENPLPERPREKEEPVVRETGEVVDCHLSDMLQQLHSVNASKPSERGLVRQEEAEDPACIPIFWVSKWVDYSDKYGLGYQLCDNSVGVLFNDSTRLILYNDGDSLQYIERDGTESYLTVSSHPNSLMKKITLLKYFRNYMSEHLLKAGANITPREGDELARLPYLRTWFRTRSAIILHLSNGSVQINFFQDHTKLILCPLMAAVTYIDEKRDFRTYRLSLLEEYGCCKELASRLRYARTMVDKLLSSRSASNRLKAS
# aSyn yeast inh = alpha-synuclein toxicity inhibition in yeast. Yeast expressing alpha-synuclein, growth rescue, BacTiter-Glo, 24 h. Potency, µM (highest dose often 46.1 µM), for the others: at the top dose growth rescue (activation), actives largely listed as activators. 0.14% of 370,000 active. AID 652106; note: potency is the fitted concentration of half-maximal effect; % of control where 0% means no effect; nearly all actives have a fitted effect of over 65% in size
#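 Galactose-induced alpha-syn yeast (OD600=0.02, raffinose-pregrown) + pinned cpd, 24 hr, 30 deg C; growth by BacTiter-Glo luminescence. Growth restoration scores as activation.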
# IL2 activator = IL-2 activation; IL-2 activation reporter assay, cell-based qHTS; stimulated with anti-CD3/CD4/CD28 beads; in transgenic mouse T cells; activation, % (series mostly up to about 46 µM); 0.065% of 360,000 active; AID 652025; in the data active = activation above about 50%; inconclusive = mostly about 30% to 49%; note: 0% is about no effect
#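 Unstimulated transgenic mouse T cells, 750 per well, received compound and, after 60 minutes, anti-CD3/anti-CD4 bead plus anti-CD28 stimulation. EGFP and DsRed were quantified after 18 hours.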
# FUS yeast rescue = FUS proteinopathy suppression in yeast; S. cerevisiae FUS-expressing, growth rescue, OD600, 24 h; Potency, µM (titrated, usually from 76.6 µM), for the others: at the highest dose growth rescue (activation), usual class: activators; 0.24% of 390,000 active; AID 1347120;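 note: potency is the fitted concentration of half-maximal effect; plate controls were DMSO vehicle for no effect and reference control for full effect; nearly all actives have a fitted effect of over 55% in size; some results filed as inactive show a strong effect at the top dose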
#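 Read-out: OD at 600 nm after 24hr at 30C, reporting rescue of FUS-induced yeast toxicity. Cells at OD 0.005 in galactose (2%) minimal medium; compounds tested in a dilution series; CP55940 titration from 92uM final as control.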
# EPAC1 ag = agonists of human EPAC1 | O95398 | Potency, µM (top dose mostly 154 µM), inactives show top-dose activation, most hits filed as activators | 0.073% of 360,000 active | EPAC1 agonist qHTS, biochemical assay; response scale: 100% = response to 6.5 mM cAMP; note: potency is the fitted concentration of half-maximal effect; nearly all actives have a fitted effect of over 60% in size
#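 Fluorescent GDP-exchange assay: 100 nM EPAC1 with 250 nM Rap1B preloaded with BODIPY-GDP and 50 uM GDP; compounds tested as concentration series, 5 min at room temperature, then read every 5 min for 30 min (ex 480/em 540 nm); normalized to 6.5 mM cAMP.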
# PI5P4Ka inh = PI5P4K alpha (human) kinase inhibition | 1.2% of 330,000 active | PI5P4Kalpha enzyme, ADP-Glo luminescence, 60 min; stronger effect = lower value | P48426 | AID 652105 | max response, %; active = max response of -50% or lower; inconclusive = between -30% and -50%; inactive = -30% or higher; note: value at the top dose of about 77 µM; % is set by controls: 0 for no effect and ±100 for the full control effect
# Target sequence (P48426 whole entry, looked up): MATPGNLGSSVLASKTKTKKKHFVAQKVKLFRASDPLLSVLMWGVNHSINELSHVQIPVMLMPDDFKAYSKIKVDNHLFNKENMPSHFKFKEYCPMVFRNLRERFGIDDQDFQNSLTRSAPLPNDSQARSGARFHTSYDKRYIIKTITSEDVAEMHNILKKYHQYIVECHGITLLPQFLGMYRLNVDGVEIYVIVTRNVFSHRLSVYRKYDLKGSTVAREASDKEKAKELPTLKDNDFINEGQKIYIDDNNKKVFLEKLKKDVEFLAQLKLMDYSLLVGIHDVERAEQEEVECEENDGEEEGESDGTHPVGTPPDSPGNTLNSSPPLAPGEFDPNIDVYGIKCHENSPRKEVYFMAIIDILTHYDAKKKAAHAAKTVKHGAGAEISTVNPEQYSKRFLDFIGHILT
#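 Enzyme plus substrate dispensed, test compounds pinned in, then ATP (5 microM final) added. After 60 min at RT, ADP-Glo reagent 1 for 45 min and reagent 2 for 30 min preceded luminescence imaging.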
# Abeta yeast res = restores growth of yeast expressing A-beta42 peptide; AID 1347071; yeast expressing A-beta42, growth rescue, OD600, 48 h; response scale: 0% DMSO, 100% iron-clioquinol control; Potency, µM (series often up to 46.1 µM), for inactives: at the top dose growth rescue, hits mostly activators; 0.063% of 410,000 active; note: potency is the fitted concentration of half-maximal effect; nearly all actives have a fitted effect of over 55% in size
#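 Growth rescue measured by 600 nm absorbance after 48 h yeast culture at 30 C with compound. Values normalized between DMSO and an equimolar ferric chloride plus clioquinol control.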
# EPAC1 antag = EPAC1 (human) antagonism. AID 720709. 0.14% of 360,000 active. O95398. Potency, µM (series often up to 115 µM), without a hit: at the top dose activity change, negative = inhibition, actives largely listed as inhibitors. EPAC1 GEF assay, Rap1b-BODIPY-GDP exchange fluorescence;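 note: potency is the fitted concentration of half-maximal effect; plate controls were vehicle for no effect and positive control for full effect; nearly all actives have a fitted effect of over 50% in size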
# WRN helicase inh = WRN helicase (human) inhibition. WRN helicase unwinding, fluorescent forked duplex, kinetic. Potency, µM (titrated, usually from 114 µM), for the others: top-dose activity change, negative = inhibition, hits mostly inhibitors. Q14191. 0.46% of 360,000 active; note: potency is the fitted concentration of half-maximal effect; % is set by controls: 0 for no effect and ±100 for the full control effect; nearly all actives have a fitted effect of over 55% in size
#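 Screening of the MLSMR collection measured strand separation of a quenched forked DNA duplex (100 nM) by 20 nM WRN with 2 mM ATP, all final. Compounds were preincubated with enzyme 15 min at room temperature.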
# * = called active by the depositor; u = inconclusive; x = no result given; [ ] = dose if it differs, or a comment. Unless noted, calls come from the whole dose curve; as a rule, active = well fitted curve in the direction sought with a large enough effect; inconclusive = small, poorly fitted or top-dose-only effect, or another doubt; inactive = no such curve, though single readings can be large; an effect the other way counts as inactive or inconclusive.
structure,PLK1 PBD inh,aSyn yeast inh,IL2 activator,FUS yeast rescue,EPAC1 ag,PI5P4Ka inh,Abeta yeast res,EPAC1 antag,WRN helicase inh
NC(=O)C1(N2CCCCC2)CCN(c2ccc3nnc(-c4ccccc4)n3n2)CC1,-9%,1%,-1.7,-14%,5%,5,0%,-1%,-7%
CC(C)COc1ccc(CNC(=S)NCc2ccccc2)cc1,-13%,-8%,-2.1,1%,u,x,27%,-8%,-24%
CCOc1ccc(C2N(c3ccc(F)cc3)C(=O)C3CCCN32)cc1OC (stereo unspecified),-4%,-12%,-0.5,-14%,4%,1,0%,2%,-3%
O=C(NC(=S)N(CC1CCC1)CC1CCCO1)c1cccc([N+](=O)[O-])c1 (stereo unspecified),-25%,0%,0.6,-5%,10%,1,u,4%,0%
O=C(NCc1ccccc1)C1CCCN(S(=O)(=O)c2ccc(Br)cc2)C1 (stereo unspecified),-4%,-4%,0.0,0%,-10%,1,18%,-1%,-4%
COc1cc(C(=O)Nc2sc3c(c2C#N)CCN(C(C)=O)C3)cc(OC)c1OC,-5%,2%,-4.3,20%,-9%,0,-6%,0%,10%
O=C(CN1C(=O)CC(c2ccccc2)=Nc2ccccc21)NCc1ccco1,-2%,0%,-2.0,13%,2%,3,1%,8%,0%
COc1ccc(C2=Nn3c(nnc3C3CCCCC3)SC2)cc1OC,-3%,1%,-0.7,30%,-8%,-1,10%,-13%,-6%
N#Cc1ccc(-c2csc(NC(=O)c3ccc(N4C(=O)CCC4=O)cc3)n2)cc1,2%,u,-1.2,-7%,5%,-12,3%,-28%,-2%
NC(=NC(=O)c1ccc(Cl)cc1)N1N=CCC1c1ccccc1 (stereo unspecified),-1%,0%,-0.6,5%,-11%,22,-18%,-28%,-25%
COc1ccc(COc2ccc(C3C(S(=O)(=O)c4ccccc4)CON3C)cc2OC)cc1 (stereo unspecified),-9%,1%,0.4,2%,3%,2,11%,-4%,-21%
O=C(NNc1nc2c(F)cc(F)cc2s1)C1COc2ccccc2O1 (stereo unspecified),-4%,1%,2.0,-26%,-6%,-9,8%,-2%,6%
O=C(CSc1ccc2nnc(-c3ccccn3)n2n1)Nc1ccccc1,-13%,-1%,4.0,u,-7%,-14,-3%,-17%,u
COc1ccc(NC(=O)N2CCCC2C(=O)NCc2cccs2)cc1 (stereo unspecified),-11%,0%,-0.8,3%,6%,3,-12%,3%,-2%
CCc1sc(NC(=O)c2cc3ccccc3oc2=O)nc1-c1cccs1,-11%,-5%,1.5,1%,3%,-3,11%,-21%,6%
CCc1ccc(C(=O)N/N=C/c2ccncc2)s1,-2%,1%,-2.8,-3%,14%,5,7%,9%,-2%
O=C(NCCC1=CCCCC1)c1cc(S(=O)(=O)N2CCOCC2)c(Cl)cc1Cl,3%,2%,-2.5,-2%,-2%,5,1%,-11%,4%
CC1=CCC(C(=O)O)(C(=O)N/N=C/c2cccs2)C(c2ccc(F)cc2)C1 (stereo unspecified),-4%,2%,-0.5,22%,13%,x,-11%,-1%,-8%
CC(C)N1CCc2c(sc(NC(=O)Cc3ccccc3)c2C#N)C1,-26%,3%,0.9,3%,-8%,-1,0%,-9%,2%
Cc1cccc2sc(NC(=O)CCNS(=O)(=O)c3cccc4nonc34)nc12,-6%,0%,0.0,31%,0%,x,10%,-28%,-8%
CCOc1ccc(N2CC(C(=O)Nc3ccc(S(=O)(=O)NCC4CCCO4)cc3)CC2=O)cc1 (stereo unspecified),3%,-5%,0.6,16%,-12%,-8,-4%,-20%,-7%
COC(=O)Cn1c2[n+](c3ccccc31)CC(O)CS2 (stereo unspecified),-4%,4%,-1.7,-3%,-3%,-3,-5%,7%,5%[57.1 µM]
COc1ccc(C(=O)N/N=C/c2ccccc2OC(=O)c2ccccc2)cc1,2%,7%,-0.5,9%,9%,0,0%,-29%,9%
CC1CCCCC1NC(=O)COCc1cc(-c2cccs2)on1 (stereo unspecified),2%,2%,-1.9,9%,-6%,3,-15%,-18%,2%
Oc1ccc(-c2nccc(-c3ccc(Br)cc3)n2)cc1,-28%,-14%,0.7,-10%,13%,30,0%,u,-4%
COc1cc(C(=O)Nc2ccc(NC(=O)c3cccc(Cl)c3)nc2)cc(OC)c1OC,-5%,0%,-0.5,9%,-9%,3,7%,-6%,-7%
O=C(c1ccc2c(c1)OCCO2)C1CCN(C(=O)c2ccc(F)cc2)CC1,1%,12%,-0.5,32%,-5%,x,-15%,10%,5%
COc1ccccc1NC(=O)C(=O)N/N=C(\C)CC(=O)Nc1ccccc1C(F)(F)F,-8%,-2%,-1.6,5%,-2%,-8,-8%,-8%,1%
CCOC(=O)C1C(=O)CC(C)(O)C(C(=O)OCC)C1c1cccc(OC)c1 (stereo unspecified),0%,6%,-0.6,-5%,-4%,x,18%,5%,-2%[57.1 µM]
CCOC(=O)CC(N)c1ccc2c(c1)OCO2 (stereo unspecified),-5%,-1%,-2.1,2%,0%,x,-12%,11%,0%

# Some values from the list.
# Entry for `CCc1ccc(C(=O)N/N=C/c2ccncc2)s1` in WRN helicase inh: -2%
# Entry for `CCOC(=O)C1C(=O)CC(C)(O)C(C(=O)OCC)C1c1cccc(OC)c1` (stereo unspecified) in Abeta yeast res: 18%

# (cont.)
# Every second line gives: PLK1 PBD inh	aSyn yeast inh	IL2 activator	FUS yeast rescue	EPAC1 ag	PI5P4Ka inh	Abeta yeast res	EPAC1 antag	WRN helicase inh
COC(=O)Cn1c(=O)cnc2ccccc21
    -3%	-13%	-0.8	-8%	-2%	x	20%	6%	2%
[N-]=[N+]=CC(=O)C(Cc1ccccc1)N1C(=O)c2ccccc2C1=O (stereo unspecified)
    2%	16%	-2.2	-35%	8%	-3	12%[9.22 µM]	-7%	-11%
O=C(NCCN=C1NS(=O)(=O)c2ccccc21)c1ccco1
    1%	0%	0.8	-6%	9%	x	12%	0%	-5%
CN(C(=O)CCN1C(=O)c2ccccc2C1=O)c1ccccc1
    1%	-1%	-0.2	15%	2%	1	-12%	4%	2%
CCn1cc(/C=N\NC(=O)c2ccccc2Cl)cn1
    -12%	-7%	-2.0	6%	11%	1	5%	3%	6%
Cc1ccc(Cn2c(=O)n(Cc3ccco3)c(=O)c3ccccc32)cc1
    -4%	-8%	0.2	-4%	-2%	1	7%	14%	1%
COc1ccc(C(CNC(=O)C(C)(C)Oc2ccc(Cl)cc2)N2CCCCC2)cc1 (stereo unspecified)
    -7%	5%	-1.9	10%	0%	-2	15%	-5%	-32%
Cc1nc(-[n+]2nc(-c3ccncc3)nn2-c2ccccc2)sc1C
    -7%	-9%	-0.3	-14%	18%	-20	-27%	u	u
CC(=O)Nc1cccc(OCC(=O)NS(=O)(=O)c2ccc(C)cc2)c1
    -5%	-14%	-2.6	14%	0%	x	-16%	13%	15%
COc1cc(C(=O)OCc2cc3ccccc3[nH]c2=O)cc(OC)c1OC
    -5%	-1%	0.3	-21%	0%	4	11%	0%	9%
CCc1ccc(/C=C2\Oc3c(ccc(O)c3CN3CCN(C)CC3)C2=O)cc1
    -15%	-2%	0.6	21%	21%	0	28%	14%	-3%
CSc1nc(-c2ccco2)nn1C(=O)c1ccc(C)cc1
    u	2%	0.8	-14%	6%	0	-4%	-7%	-5%
CCOC(=O)/C=C/[C@H]1CCc2cccc(C)c2O1
    1%	3%	0.8	-28%	-11%	-7	7%	5%	-1%

# An excerpt taken from the entries so far:
# Every second line gives: PLK1 PBD inh	aSyn yeast inh	IL2 activator	FUS yeast rescue	EPAC1 ag	PI5P4Ka inh	Abeta yeast res	EPAC1 antag	WRN helicase inh
CN(C(=O)CCN1C(=O)c2ccccc2C1=O)c1ccccc1
    1%	-1%	-0.2	15%	2%	1	-12%	4%	2%
CCn1cc(/C=N\NC(=O)c2ccccc2Cl)cn1
    -12%	-7%	-2.0	6%	11%	1	5%	3%	6%
Cc1ccc(Cn2c(=O)n(Cc3ccco3)c(=O)c3ccccc32)cc1
    -4%	-8%	0.2	-4%	-2%	1	7%	14%	1%
COc1ccc(C(CNC(=O)C(C)(C)Oc2ccc(Cl)cc2)N2CCCCC2)cc1 (stereo unspecified)
    -7%	5%	-1.9	10%	0%	-2	15%	-5%	-32%
Cc1nc(-[n+]2nc(-c3ccncc3)nn2-c2ccccc2)sc1C
    -7%	-9%	-0.3	-14%	18%	-20	-27%	u	u
CC(=O)Nc1cccc(OCC(=O)NS(=O)(=O)c2ccc(C)cc2)c1
    -5%	-14%	-2.6	14%	0%	x	-16%	13%	15%
COc1cc(C(=O)OCc2cc3ccccc3[nH]c2=O)cc(OC)c1OC
    -5%	-1%	0.3	-21%	0%	4	11%	0%	9%
CCc1ccc(/C=C2\Oc3c(ccc(O)c3CN3CCN(C)CC3)C2=O)cc1
    -15%	-2%	0.6	21%	21%	0	28%	14%	-3%
CSc1nc(-c2ccco2)nn1C(=O)c1ccc(C)cc1
    u	2%	0.8	-14%	6%	0	-4%	-7%	-5%
CCOC(=O)/C=C/[C@H]1CCc2cccc(C)c2O1
    1%	3%	0.8	-28%	-11%	-7	7%	5%	-1%
